# HP1b binding inh: inhibitors of HP1-beta chromodomain binding to methylated histone tails; 390,000 tested, 0.56% active; Potency, µM (doses to about 114 µM), without a hit: at the top dose activity change, negative = inhibition, most hits filed as inhibitors; AlphaScreen HP1-beta / biotin-H3K9me3 peptide binding; AID 540317; also: potency is read from the fitted curve at half-maximal effect; nearly all actives have a fitted effect of over 70% in size; inactives centre near 23
#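 Compound inhibition of the preformed complex between 50 nM HP1-beta and 50 nM biotinylated H3K9me3 peptide was read by AlphaScreen. Buffer was PBS pH 7.4 with 0.01% Tween-20. Incubations ran 30 min at room temperature, with 10 ug/mL donor/acceptor beads.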
# Tb PGK inh: inhibitors of T. brucei phosphoglycerate kinase. 380,000 tested, 0.043% active. P07378. PGK/GAPDH coupled, Kinase-Glo luminescence, 60 min. Potency, µM (top dose mostly 57.5 µM), without a hit: at the top dose activity change, negative = inhibition, usual class: inhibitors; also: potency is read from the fitted curve at half-maximal effect; % is scaled to controls: 0 for no effect and ±100 for the full control effect; nearly all actives have a fitted effect of over 60% in size
#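 Luminescent ATP detection (Kinase-Glo Plus) follows a 60-minute room-temperature incubation, with wells lacking PGK as controls. Buffer: 100 mM TEA (pH 7.6), 5 mM MgCl2, 0.01% Tween-20. Coupling enzyme GAPDH (100 nM final) supplies unstable 1,3-BPG in-well.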
# Pin1 inh: inhibitors of human Pin1. Q13526. Pin1 FP peptide displacement, HiFluor488, 10 min. Potency, µM (highest dose often 115 µM), without a hit: at the top dose activity, negative = inhibition, most hits filed as inhibitors. 390,000 tested, 0.009% active. AID 504891; active = well fitted inhibition curve with a large enough effect in the polarisation, with a control signal flat, not every such curve was filed as active; inconclusive = small, poorly fitted or top-dose-only effect, or effect the other way, or a change in a side signal; inactive = no such curve, though single readings can be large or run the other way; the % refers to the polarisation; also: potency is read from the fitted curve at half-maximal effect; % is scaled to controls: 0 for no effect and ±100 for the full control effect
# Target sequence (Q13526 whole entry, looked up): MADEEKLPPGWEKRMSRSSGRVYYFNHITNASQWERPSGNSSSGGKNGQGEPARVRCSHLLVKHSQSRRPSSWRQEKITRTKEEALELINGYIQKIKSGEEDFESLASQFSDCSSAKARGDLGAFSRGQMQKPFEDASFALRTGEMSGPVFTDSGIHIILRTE
# GLS inh: inhibitors of human glutaminase (GLS). O94925. GLS enzymatic activity, qHTS titration. Potency, µM (titrated, usually from 45.5 µM), for inactives: top-dose activity change, negative = inhibition, actives largely listed as inhibitors. 410,000 tested, 0.21% active; also: potency is read from the fitted curve at half-maximal effect; % is scaled to controls: 0 for no effect and ±100 for the full control effect
#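 Compounds were pin-transferred onto hKGA, after which L-glutamine (1 mM solution) and a detection mix of glutamate oxidase, HRP and Amplex Red were added. Initial and 30 min RT fluorescence reads were collected.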
# TrxR1 inh: blocks rat thioredoxin reductase 1; recombinant rTrxR1, NADPH fluorescence consumption, selenite substrate; Potency, µM (series often up to 114 µM), inactives show top-dose activity change, negative = inhibition, most hits filed as inhibitors; 390,000 tested, 1% active; AID 588453; also: potency is read from the fitted curve at half-maximal effect; % is scaled to controls: 0 for no effect and ±100 for the full control effect; nearly all actives have a fitted effect of over 65% in size
#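 Rat TrxR1 (90 nM in the dispensed reagent) was pre-reduced with 400 uM NADPH for 5 min at room temperature, then incubated with compound for 15 min. After 400 uM selenite was added, NADPH fluorescence (Ex 340/Em 450 nm) was followed for 8 min.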
# USP1-UAF1 inh: USP1/UAF1 (human) deubiquitinase inhibition; recombinant USP1/UAF1, Ub-Rhodamine cleavage fluorescence; Potency, µM (top dose mostly 57.1 µM), for the others: at the top dose activity change, negative = inhibition, usual class: inhibitors; 390,000 tested, 0.23% active; AID 743255; also: potency is read from the fitted curve at half-maximal effect; % is scaled to controls: 0 for no effect and ±100 for the full control effect; nearly all actives have a fitted effect of over 60% in size; inactives centre near -12
# Target sequence (O94782 whole entry, looked up): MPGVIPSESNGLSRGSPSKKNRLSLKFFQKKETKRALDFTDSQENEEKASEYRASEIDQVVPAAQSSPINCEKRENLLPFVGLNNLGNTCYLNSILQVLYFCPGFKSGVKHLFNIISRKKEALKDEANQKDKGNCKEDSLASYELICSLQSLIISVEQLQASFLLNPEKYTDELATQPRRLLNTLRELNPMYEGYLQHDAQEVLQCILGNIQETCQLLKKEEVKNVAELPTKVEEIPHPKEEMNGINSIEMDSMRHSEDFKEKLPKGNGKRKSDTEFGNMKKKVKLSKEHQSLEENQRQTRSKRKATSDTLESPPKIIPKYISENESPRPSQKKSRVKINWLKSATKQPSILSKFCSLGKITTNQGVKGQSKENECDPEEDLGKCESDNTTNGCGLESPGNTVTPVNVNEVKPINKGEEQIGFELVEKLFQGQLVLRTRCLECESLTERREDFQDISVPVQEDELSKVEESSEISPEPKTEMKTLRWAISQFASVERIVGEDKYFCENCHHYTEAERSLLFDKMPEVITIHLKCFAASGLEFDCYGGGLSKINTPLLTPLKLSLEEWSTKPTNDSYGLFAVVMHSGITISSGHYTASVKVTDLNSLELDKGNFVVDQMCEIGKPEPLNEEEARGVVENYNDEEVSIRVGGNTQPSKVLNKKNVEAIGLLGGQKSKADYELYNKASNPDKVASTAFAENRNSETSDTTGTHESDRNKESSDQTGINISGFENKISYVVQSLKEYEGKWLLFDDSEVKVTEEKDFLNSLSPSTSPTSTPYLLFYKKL
#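 High-throughput fluorogenic screen: 1nM USP1/UAF1 complex, Ub-Rho substrate 150nM final, 50mM HEPES pH 7.8 with 0.5mM EDTA, 0.1 mg/ml BSA, 1mM TCEP and 0.01% Tween-20.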
# PI4K2A block: PI4K2A (human) kinase inhibition | Q9BTU6 | purified PI4K2A, ADP-Glo luminescence, 1 h; hits give low values | activity change, negative = inhibition, % at 76.9 µM | 420,000 tested, 0.13% active | AID 1346378; in the data active = activity change below about -50%; inconclusive = mostly about -30% to -49%;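 also: -100% = wells without enzyme as full effect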
#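 ADP-Glo luminescence measured ADP generated by PI4K2A enzyme (4 ug/mL before mixing) with 1.2 mM PI substrate (pre-mix) and 300 microM ATP (pre-mix). Tris pH7.5 buffer with MgCl2, Triton X-100; 1 h reaction at ambient temperature.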
# IDH1 R132H inh: human IDH1 R132H inhibition. Potency, µM (series often up to 76.6 µM), without a hit: at the highest dose activity change, negative = inhibition, hits mostly inhibitors. AID 602179. O75874. IDH1-R132H enzyme, NADPH consumption, diaphorase/resazurin fluorescence. 390,000 tested, 0.093% active; also: potency is read from the fitted curve at half-maximal effect; % is scaled to controls: 0 for no effect and ±100 for the full control effect; nearly all actives have a fitted effect of over 65% in size
#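 IDH1-R132H (0.5 ug/mL dispensed) in pH 7.5 Tris buffer was preincubated 30 min with compound, then given a substrate mix of 0.016 mM NADPH and 2 mM alpha-KG for 80 min at room temperature; remaining NADPH was read by diaphorase/resazurin fluorescence.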
# TrxR1 substrate: rat thioredoxin reductase 1 substrate activity. O89049. purified TrxR1 substrate turnover, NADPH consumption readout. Potency, µM (titrated, usually from 114 µM), for the others: at the highest dose activity change, negative = substrate turnover. 390,000 tested, 0.01% active. AID 588456; also: potency is read from the fitted curve at half-maximal effect; % is scaled to controls: 0 for no effect and ±100 for the full control effect; nearly all actives have a fitted effect of over 50% in size
#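 Rat TrxR1, dispensed at 90 nM, was prereduced with 400 uM NADPH (final) for 5 min at ~22 deg C, then incubated with compound 15 min before 400 uM selenite. A first-read NADPH fluorescence drop versus no-compound background flagged substrates.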
# * = called active by the depositor; i = inactive; ? = inconclusive; · = no result given; & = joins results of further samples; [ ] = another dose, or the depositor's remark. Unless noted, calls follow the shape of the dose curve; as a rule, active = well fitted curve in the direction sought with a large enough effect; inconclusive = small, poorly fitted or top-dose-only effect, or another doubt; inactive = no such curve, though single readings can be large; an effect the other way counts as inactive or inconclusive. Only part of the results is shown. The share of hits here may be higher or lower than overall.
HP1b binding inh | Tb PGK inh | Pin1 inh | GLS inh | TrxR1 inh | USP1-UAF1 inh | PI4K2A block | IDH1 R132H inh | TrxR1 substrate | Compound
34.9% | -3.6% | -0.6% | 8.7% | -10.4% | -7.7% | -0.5 | -6.5% | -6.1% | O=C(c1ccco1)N1CCN(C(=S)Nc2ccc(F)cc2)CC1
10.9% | -3.5% | 5.2% | 4.6% | 6.8% | 4.6% | 2.4 | 1.5% | -4.2% | Cc1nn(-c2ccccc2)c(C)c1NC(=O)COC(=O)/C=C/c1ccccc1
28.8% | -3.7% | -5.0% | -2.3% | 15.5%[57.1 µM] | -9.4% | 1.5 | 8.0% | -21.5%[57.1 µM] | CCCNC(=S)N1CCC(C(=O)c2ccc(OC)cc2)CC1
24.3% | 8.3% | -0.8% | 2.4% | 7.0% | ? | -1.0 | 1.4%[38.3 µM] | -1.1% | COC(=O)[C@]1(Cc2ccccc2)N[C@H](CN(C)C(=O)Nc2ccc(Cl)cc2)[C@@H]2C(=O)N(C)C(=O)[C@@H]21
18.0% | -0.1% | 0.0% | -9.2% | 3.2% | -4.8% | 3.9 | -7.5% | -4.4% | O=C(Nc1ccc(F)cc1)C1CC2CCC1C2 (configuration not stated)
23.4% | -6.9% | -0.7% | 8.8% | 19.9% | -23.6% | -5.6 | -8.8% | 3.2% | Cc1cc(C)cc(NC(=O)C2CCCN2S(=O)(=O)c2cccc3cccnc23)c1 (configuration not stated)
· | 2.6% | · | 3.7% | · | 3.9% | 1.1 | 7.2% | · | CC(Sc1nc2ncc(Cl)cc2[nH]1)C(=O)Nc1ccccc1[N+](=O)[O-] (configuration not stated)
24.9% | -8.7% | 0.4% | -6.5% | 31.5% | 3.4% | -2.3 | -11.5% | 3.1% | Cc1ccc(-n2c(=O)c3ccc(C(=O)NCc4ccco4)cc3n(Cc3ccccc3Cl)c2=O)cc1
13.6% | -3.7% | 5.7% | 5.5% | -5.5%&2.0% | -17.9% | -7.0 | 6.3% | -1.5%&4.1% | O=C(O)CCCCCCCCc1cn(CCc2c[nH]c3ccccc23)nn1
54.8%[activator] | 0.0% | 2.1% | -3.9% | 15.1% | -11.1% | -3.1 | 23.6% | 6.0% | O=C(CSc1nc2ccccc2o1)N/N=C/c1ccccc1
15.4% | 15.5% | 17.9% | -12.8% | 7.3%[2.29 µM] | -5.2% | 0.8 | 0.0% | -5.6% | O=C1CN(C(=O)c2ccc(S(=O)(=O)N3CCCCC3)cc2)C(c2ccc(F)cc2)c2cc(Br)ccc2N1 (configuration not stated)
7.6% | ? | 38.1%[activator] | ? | 13.9% | -1.1% | 1.9 | 8.6% | -0.1% | O=C(CSc1nnc(-c2cccc(S(=O)(=O)N3CCCC3)c2)n1-c1ccccc1)Nc1ccc(C(=O)O)cc1
44.6%[activator] | 8.6% | -0.3% | -8.3% | 11.0%[57.1 µM] | -13.5% | 0.5 | 6.7% | 11.5%[57.1 µM] | O=C1C2C3C=CC(CC3)C2C(=O)N1c1ccc(F)cc1 (configuration not stated)
55.8%[activator] | -7.0% | 5.2% | -0.3% | 13.4% | -18.9% | 1.3 | 14.6% | 7.1% | COc1ccc(CCNC(=O)CCCn2c(=O)c3ccccc3n(Cc3ccc(F)cc3Cl)c2=O)cc1OC
-14.4% | -6.1% | ? | 1.3% | -23.2% | -23.8% | 2.4 | 9.7% | -14.8% | CCN(CC)c1ccc(C=C2C(=O)OC(C)(C(C)(C)C)OC2=O)cc1 (configuration not stated)
29.5% | -1.1% | 4.3% | 76.2%[activator] | -6.3% | -20.9% | 11.2 | 4.4% | -11.0% | CC1(C)CC(=O)C=C(Nc2ccccc2O)C1
? | i | 0.1% | 1.0% | 18.9%[57.1 µM] | -17.6% | 1.4 | 1.7% | 12.3%[57.1 µM] | Cn1c(-c2ccc(F)cc2)cnc1NCc1cccc(F)c1
23.9% | -4.8% | -1.9% | 1.8% | 3.2% | -17.8% | -3.5 | 1.6% | 0.6% | O=c1cc(Cn2nnc(-c3ccc(Cl)cc3)n2)nc2sccn12
57.4%[activator] | i | 5.3% | 17.8% | 23.7% | -5.9% | -6.6 | 14.9% | 6.3% | COc1ccccc1NC(=O)CN(c1cc(C)cc(C)c1)S(=O)(=O)c1c(C)[nH]c(=O)[nH]c1=O
3.5% | -4.5% | 0.6% | -1.4% | 6.7%[57.1 µM] | -4.4% | 10.7 | 3.1% | 27.7%[57.1 µM] | COc1ccc2[nH]c(=O)c(CN(CCO)C(=O)NCc3ccccc3)cc2c1
24.6% | 4.4% | -0.6% | 0.0% | 8.3% | -28.4% | -1.7 | 0.2% | 7.2% | COc1ccc(C(=O)NNC(=O)CCC(=O)Nc2ccc(C)cc2C)cc1
19.8% | -10.7% | ? | 0.3% | -32.2%[11.4 µM] | -12.2% | 8.3 | 4.4% | -2.4%[11.4 µM] | O=S(=O)(c1cccc(-c2nnc(SCc3nc4ccccc4s3)o2)c1)N1CCOCC1
30.5% | i | -8.9% | 2.1% | 2.0%[57.1 µM] | -0.3% | 5.4 | 2.0% | 2.2% | COc1ccc(CNC(=O)c2cccc(NC3=NC4CS(=O)(=O)CC4S3)c2)cc1 (configuration not stated)
31.5% | -2.1% | -6.9% | 3.8% | -9.9% | -15.7% | 5.6 | 1.7% | -10.0% | CN1CCC(=NNC(=O)CN(c2cccc(Br)c2)S(C)(=O)=O)CC1
21.5% | -7.7% | -1.4% | -0.8% | 14.2% | -8.0% | 3.8 | 0.5% | 23.2% | C=CCN(C(=O)C1CC(=O)N(C2CCCC2)C1)c1nc(-c2ccc(S(C)(=O)=O)cc2)cs1 (configuration not stated)
18.8% | -10.4% | -1.4% | 3.2% | 0.0% | -23.7% | -2.8 | 3.6% | 0.1% | CCOc1ccc(Cc2nc(C)c(CC(=O)N3CCOCC3)c(=O)[nH]2)cc1
26.6% | -0.7% | 0.4% | 13.6% | 27.1% | -2.8% | -0.1 | -3.1% | 14.5% | Cc1cc(C)cc(N(CC(=O)NCc2cccnc2)S(C)(=O)=O)c1
30.0% | -2.5% | 3.7% | 0.5% | 10.4% | -14.1% | -12.9 | -0.4% | 5.3% | CCN(CC)CCNC(=O)C(=O)NCC1OCCN1S(=O)(=O)c1ccc2c(c1)OCCO2 (configuration not stated)
26.8% | -11.3% | 6.8% | 1.0% | 18.5% | -5.2% | -0.7 | 0.9% | 5.5% | NS(=O)(=O)c1ccc(NS(=O)(=O)c2cccs2)cc1
9.3% | -5.6% | 25.7% | 4.5% | 20.7% | -25.8% | -16.1 | 2.4% | 8.5% | Cc1cc(C(=O)CSc2nnc(-c3ccccc3)o2)c(C)n1CC1COc2ccccc2O1 (configuration not stated)
0.5% | 0.3% | -10.1% | 4.7% | -0.7% | ? | 2.2 | 8.5% | 1.6% | CC1CCCC(C)N1C(=O)COC(=O)CCC1CCCC1 (configuration not stated)
33.9% | -2.5% | 2.4% | 8.7% | 14.9%[57.1 µM] | -6.4% | 0.6 | 5.3% | 23.2%[57.1 µM] | COc1ccc(C(=O)C2CCN(C(=O)c3ccc(C)cc3)CC2)cc1
13.9% | -2.1% | 0.9% | 7.8% | -6.3% | -5.6% | 2.3 | -9.3% | -13.1% | Cc1[nH]nc(SCC(=O)N2CCOCC2)c1[N+](=O)[O-]
40.7%[activator] | 3.8% | -3.6% | 6.5% | -11.9% | -18.7% | 5.0 | 8.4% | -9.1% | O=C(CSCC(=O)NN=Cc1ccccc1O)NN=Cc1ccccc1O
? | 1.0% | -1.9% | 11.2µM* | 4.1% | -20.8% | -1.7 | 4.2% | 4.9% | Cc1nc(-c2ccc(O)c(O)c2)cs1
28.4% | -3.8% | -8.0% | -6.6% | 26.3% | -21.9% | -0.3 | -0.8% | 7.3% | COc1ccc(N2CC(C(=O)Nc3ccc(S(=O)(=O)N4CCOCC4)cc3)CC2=O)cc1 (configuration not stated)

# A draw from above in order of molar mass, rising:
HP1b binding inh | Tb PGK inh | Pin1 inh | GLS inh | TrxR1 inh | USP1-UAF1 inh | PI4K2A block | IDH1 R132H inh | TrxR1 substrate | Compound
40.7%[activator] | 3.8% | -3.6% | 6.5% | -11.9% | -18.7% | 5.0 | 8.4% | -9.1% | O=C(CSCC(=O)NN=Cc1ccccc1O)NN=Cc1ccccc1O
30.5% | i | -8.9% | 2.1% | 2.0%[57.1 µM] | -0.3% | 5.4 | 2.0% | 2.2% | COc1ccc(CNC(=O)c2cccc(NC3=NC4CS(=O)(=O)CC4S3)c2)cc1 (configuration not stated)
19.8% | -10.7% | ? | 0.3% | -32.2%[11.4 µM] | -12.2% | 8.3 | 4.4% | -2.4%[11.4 µM] | O=S(=O)(c1cccc(-c2nnc(SCc3nc4ccccc4s3)o2)c1)N1CCOCC1

# From PubChem BioAssay
